High-throughput results: PubChem BioAssay, several laboratories
MsrA inhibitor: bovine MsrA inhibition. purified bovine MsrA, absorbance read-out. inhibition, % at 15.5 µM. actives 0.75% (n = 360,000). AID 651718; in the data active means inhibition above about 4.5%;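 further: 0% = vehicle wells with enzyme and 100% = reference inhibitor wells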
LMPTP block: blocks human LMPTP phosphatase | inhibition, % at 20 µM | P24666 | recombinant LMPTP-A, OMFP fluorogenic substrate, fluorescence intensity | actives 0.22% (n = 360,000);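 active means compounds that cut the enzyme signal by at least half of the control window in the single-dose screen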;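 further: plate controls were DMSO wells with enzyme plus substrate for no effect and substrate without enzyme for full effect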
Target sequence (P24666 whole entry, looked up): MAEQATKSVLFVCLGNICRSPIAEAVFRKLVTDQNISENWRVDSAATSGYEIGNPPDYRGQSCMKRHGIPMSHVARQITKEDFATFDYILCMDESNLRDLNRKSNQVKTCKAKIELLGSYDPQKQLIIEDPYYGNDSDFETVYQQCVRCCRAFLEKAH
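Test system – LMPTP-A phosphatase enzyme · Quantity – 0.625 nM LMPTP-A final · Reagent – OMFP substrate, 400 µM final · Dosing – one test concentration per compound, 20 µM, with 3% DMSO overall · Timing – 50 min enzyme reaction at room temperature, protected from light · Detection – fluorescence intensity · Controls – substrate-only low control, DMSO enzyme-plus-substrate high control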
DNMT1 inh: inhibitors of human DNMT1. P26358. DNMT1 molecular beacon, Hinp1I cleavage, fluorescence. inhibition (reported as % activation of signal), % at 10 µM. actives 0.83% (n = 360,000). AID 588458; in the data active means inhibition above about 50%
CSN inh: blocks human CSN-mediated cullin deneddylation; AID 651999; inhibition, % at 12.5 µM; actives 0.38% (n = 360,000); Purified CSN, SCF-Nedd8-OG deneddylation, fluorescence polarization;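 active means pattern-corrected inhibition above about 35%, with an unprinted fluorescence ratio check between 0.5 and 1.5, limit read from the data, passing the limit was not always enough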;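 further: 0% = enzyme with substrate and 100% = substrate without enzyme; some results filed as inactive read as strong as hits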
Target sequence (Q92905 whole entry, looked up, one chain of several): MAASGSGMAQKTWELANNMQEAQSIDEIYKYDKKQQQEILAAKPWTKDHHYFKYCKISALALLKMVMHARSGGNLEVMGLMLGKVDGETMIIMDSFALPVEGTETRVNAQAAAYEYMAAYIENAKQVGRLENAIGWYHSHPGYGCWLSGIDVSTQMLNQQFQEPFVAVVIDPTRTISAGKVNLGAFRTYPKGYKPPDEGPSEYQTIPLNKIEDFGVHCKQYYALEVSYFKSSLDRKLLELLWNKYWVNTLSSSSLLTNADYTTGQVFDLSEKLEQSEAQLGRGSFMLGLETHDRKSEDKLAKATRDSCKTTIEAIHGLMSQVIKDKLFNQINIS
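Test system: Human Csn5 produced in HEK293T cells | Compound: 12.5 µM single point | Times: 90 min, room temperature | Signal: Fluorescence polarization readout | Read-out basis: % inhibition of substrate cleavage by Csn5 | Controls: no-enzyme wells high, enzyme-with-substrate wells low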
SUMO1 PPI mod: alters human SUMO1 binding to SIM partners. P63165. inhibition, % at 20 µM. SUMO1 binding to a labelled peptide, TR-FRET, 1 h. actives 0.33% (n = 360,000); in the data active means inhibition above about 37%
Target sequence (P63165 whole entry, looked up): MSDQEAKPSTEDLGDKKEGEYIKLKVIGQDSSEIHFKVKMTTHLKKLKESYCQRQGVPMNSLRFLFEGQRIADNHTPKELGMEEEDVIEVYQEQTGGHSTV
NadD inh: blocks S. aureus nicotinate mononucleotide adenylyltransferase. actives 0.78% (n = 360,000). purified NadD enzyme, colorimetric absorbance read-out. inhibition, % at 20 µM; in the data active means inhibition above about 26%; further: some compounds past the cut are filed as inactive
STEP inh: blocks human striatal-enriched tyrosine phosphatase; inhibition, % at 20 µM; actives 0.25% (n = 360,000); recombinant STEP, OMFP fluorogenic substrate, fluorescence; P54829;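 active means inhibition at 20 µM, scaled per plate between control wells, above about 37%, limit read from the data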;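 further: 0% = DMSO with enzyme and substrate and 100% = substrate only without enzyme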
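System: isolated STEP enzyme; schedule: 20 min enzyme reaction at room temperature, protected from light; medium: Bis-Tris buffer pH 6.0, 2.5 mM DTT, 0.005% Tween 20; signal: fluorescence, 480/540 nm; dosing: single compound dose of 20 µM, 1% DMSO final; also added: OMFP substrate, 25 µM final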
Tb MetRS inh: Trypanosoma brucei MetRS inhibition | purified T. brucei MetRS, ATP depletion, Kinase-Glo luminescence | inhibition, % at 11.9 µM | actives 0.4% (n = 360,000) | AID 624268;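 active means inhibition above a per-plate cutoff of the control wells' mean inhibition plus 3 SD, cut at about 5.5% in these data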;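 further: 0% = DMSO wells median and 100% = median of wells with control inhibitor compound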
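System: purified T. brucei MetRS enzyme / Detection: Kinase-Glo luciferase luminescence reporting remaining unconsumed ATP / Medium: HEPES buffer with MgCl2, KCl, DTT, spermine, BSA, pyrophosphatase / Replication: singlicate, one well per compound / Evaluation: percent inhibition relative to median high and low control wells / Schedule: 2 h aminoacylation at 25 °C after 15 min preincubation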
Scp1 inh: Scp-1 (human) phosphatase inhibition; Q9GZU7; Recombinant Scp1, phosphopeptide, malachite green phosphate absorbance; inhibition, % at 20 µM; actives 0.88% (n = 340,000);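 active means inhibition above about 50% at 20 µM, limit read from the data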;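 further: plate controls were DMSO wells with enzyme for no effect and wells lacking enzyme for full effect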
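Test system – truncated SCP-1 phosphatase (76-261aa) · Reagent – Phosphorylated 17-residue peptide substrate · Incubation – 45 min room-temperature reaction, 5 min colour, 30 min stabiliser · Detection – colorimetric phosphate reagent with accelerator and stabiliser, absorbance at 630 nm · Measure – % inhibition at 20 µM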
Rpn11 inh: blocks the human proteasome subunit Rpn11 | O00487 | human 26S proteasome, Ub4-pepOG fluorescence polarization; 20S core pre-blocked with epoxomicin | calls only at 20 µM | actives 0.59% (n = 360,000) | AID 588493;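 active means inhibition at 20 µM, scaled to each plate's controls, above about 33%, limit read from the data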
Target sequence (O00487 whole entry, looked up): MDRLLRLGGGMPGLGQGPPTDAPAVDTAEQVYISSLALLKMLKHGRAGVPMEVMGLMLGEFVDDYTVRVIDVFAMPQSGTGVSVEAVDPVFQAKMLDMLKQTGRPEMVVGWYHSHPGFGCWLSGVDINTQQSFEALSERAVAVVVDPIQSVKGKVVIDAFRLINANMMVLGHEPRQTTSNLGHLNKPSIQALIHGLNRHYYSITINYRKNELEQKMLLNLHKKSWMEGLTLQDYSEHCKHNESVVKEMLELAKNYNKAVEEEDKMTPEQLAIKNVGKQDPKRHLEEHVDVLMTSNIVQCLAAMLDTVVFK
Active calls of the source: *; i = inactive; . = not tested or not shown.

MsrA inhibitor,LMPTP block,DNMT1 inh,CSN inh,SUMO1 PPI mod,NadD inh,STEP inh,mol,Tb MetRS inh,Scp1 inh,Rpn11 inh
-0.6,-0.3,1,-5,-6,3,5,O=c1nc2n(c3ncccc13)CCC2,-0.5,-7,i
-1.7,-2.2,13,4,-20,2,1,CCOC(=O)c1sc2nc3c(cc2c1N)COC(C(C)C)C3 (stereo not drawn),-1.0,-11,i
-0.1,-1.8,4,4,1,-5,0,COc1ccccc1CC(NC(C)=O)C(=O)NC1CCN(C(=O)Nc2ccccc2Cl)CC1 (stereo not drawn),-0.2,-13,i
1.0,0.3,-3,-2,1,-2,-4,O=S(=O)(NCc1ccc(Cl)cc1)c1cnc[nH]1,1.8,-4,i
0.1,0.0,-5,-4,-9,-4,-3,CCN(CC(=O)NC(C)(C)C)C(=O)CN1c2cccc3cccc(c23)S1(=O)=O,-0.7,-3,i
3.8,-1.8,2,-1,-24,-2,-1,O=C(CCN1C(=O)S/C(=C/c2ccc(F)cc2)C1=O)Nc1ccc(O)c(C(=O)O)c1,0.2,-7,i
0.3,2.3,25,5,3,10,2,Cc1ccc(NC(=O)Cn2nnc(-c3ccccc3NC(=O)c3cccs3)n2)cc1,0.1,-10,i
-0.4,-1.9,3,0,1,2,2,COc1ccc(N2CCN(CCNC(=O)C3CC(=O)N(C4CCCC4)C3)CC2)cc1 (stereo not drawn),-0.3,-5,i
1.3,-0.9,3,0,-4,1,0,COc1ccccc1CNS(=O)(=O)c1ccc2c(c1)N(C(C)=O)CCO2,-0.1,39,i
1.6,0.3,2,-2,-8,-5,-2,CCOC(=O)Cn1cc(/C=C(/C#N)C(=O)NC(C)C)c2ccccc21,0.3,-8,i
.,-1.2,-1,3,-3,-1,-1,CCOc1cccc(N)c1,-0.3,-15,i
.,4.2,-8,-1,1,6,0,CCOC(=O)c1c(C)nc2sc(C(=O)Nc3ccccc3)c(N)c2c1-c1ccc(OC)cc1,-0.4,-11,i
0.5,-0.9,-1,3,5,-2,0,CCOC(=O)C(NCCOC)(NC(C)=O)C(F)(F)F (stereo not drawn),-0.3,7,i
1.0,-1.1,1,5,-3,3,-2,N#CNC1=NCN(CCc2ccccc2)CN1,-0.2,3,i
-1.1,-1.0,.,-4,3,1,.,CCN(CCO)CC1CCCC2CCCCC21 (stereo not drawn),-0.9,.,.
-1.1,-0.7,4,4,-5,2,1,O=C1CN(C(=O)c2cc3ccccc3oc2=O)C(c2ccccc2)c2cc(F)ccc2N1 (stereo not drawn),-0.1,-3,i
-0.5,5.4,3,1,-4,1,-3,CC(C)NC(=O)C1(C)CCN1C(=O)c1ccccc1F (stereo not drawn),-0.6,.,i
-0.2,-0.3,0,4,-3,4,-4,Cc1ccc(C)c(NC(=O)C(CC(=O)O)C2CCCO2)c1 (stereo not drawn),0.1,-9,i
0.4,2.0,-7,5,-2,11,-1,Cc1nc(N2CCN(Cc3ccccc3)CC2)nc2c1C(=O)CC(c1ccco1)C2 (stereo not drawn),-1.4,0,i
-1.0,-4.0,4,-3,0,-4,-2,C[C@@H]1CN([C@@H](C)CO)C(=O)CCCn2nncc2CO[C@@H]1CN(C)S(=O)(=O)c1cccs1,-0.4,.,i
0.2,-1.2,-3,5,2,0,-2,COc1ccc(N2CC(C(=O)Nc3ccc(S(=O)(=O)Nc4nc(C)cc(C)n4)cc3)CC2=O)cc1 (stereo not drawn),0.3,-3,i
1.2,1.3,-4,4,-5,-2,-2,COc1ccc(OCCSc2nnc(CCNC(=O)c3ccc(Cl)c(Cl)c3)n2C)cc1,-0.6,5,i
0.5,0.1,-4,-4,-10,4,-2,COCCNC(=O)c1cc2c(=O)n3cccc(C)c3nc2n1C,0.6,-9,i
0.5,0.6,-3,4,-2,0,-1,COc1cccc(CN(C)C(=O)c2cc(COc3ccc(-n4cncn4)cc3)on2)c1,0.9,-3,i
0.6,-1.6,6,1,3,0,-1,COc1ccc(C(=O)NCC(=O)NCc2cc(=O)n(C)c(=O)n2C)cc1,-0.2,7,i
-1.0,2.4,-1,-4,1,1,-2,CC(C)(C)NC(=O)C(c1ccc(O)cc1)N(Cc1ccco1)C(=O)CCC(=O)Nc1ccccn1 (stereo not drawn),-0.4,-4,i
-0.3,-1.3,0,-8,-3,-2,-2,Cc1[nH]c2ccc(C(=O)N3CCC(C(N)=O)CC3)cc2c1C,0.3,-12,i
5.3*,1.1,-2,-1,-7,8,1,COc1ccc(C(=O)N/C(=C/c2cccs2)c2nc3ccccc3[nH]2)cc1OC,4.8,-2,i
0.8,-1.5,2,2,-3,-1,5,O=C(Nc1ccc(CN2CCCCC2)cc1)c1ccc(Br)o1,-0.4,1,i
-0.8,-0.1,-12,2,-6,4,2,CCCc1nn(C)c2c1C(c1ccncc1)C(C#N)=C(N)O2 (stereo not drawn),-0.8,-3,i
1.1,-1.5,1,0,-6,6,0,CC(=O)NC[C@H]1O[C@@H](n2ccc(N)nc2=O)[C@H](O)[C@@H]1O,-1.0,.,i
-0.1,4.7,.,2,2,14,.,c1ccc(-c2nc3c4ccccc4ccn3c2CC2CCCCC2)cc1,-0.1,.,.
-0.6,-0.4,-2,74*,0,-10,-4,COC(=O)Cc1c(O)ccn(CCc2c[nH]c3ccccc23)c1=O,-0.5,-5,i
-0.5,1.8,6,2,-10,-1,7,CN1C(=O)c2cccc3c(S(=O)(=O)Nc4ccc(O)c(C(=O)O)c4)ccc1c23,1.6,20,i
-1.4,-2.0,-1,-3,-1,-2,1,CC(C)CC(=O)N1CCC(N2CCN(c3ccccc3)CC2)CC1,0.1,-4,i
-1.2,-0.2,2,-1,-1,6,2,O=C(Nc1ccccc1F)c1ccc(CNS(=O)(=O)c2cccc(C(F)(F)F)c2)cc1,-1.1,-8,i
-1.1,0.2,0,0,1,1,-2,O=C(COC(=O)c1ccccc1Br)NCCC1=CCCCC1,-0.3,-7,i
-0.8,-3.4,1,3,-1,-10,-3,COc1ccc(-c2nc(CSCC(=O)NC3CCN(Cc4ccccc4)CC3)c(C)o2)cc1OC,-0.4,-9,i
-0.1,2.0,-8,8,1,16,1,CCN1CCN(c2ccc(S(=O)(=O)N3CCCCC3)cc2NC(=O)COc2ccc(F)cc2Cl)CC1,-0.2,14,i
-1.6,0.7,0,0,-4,-1,-1,Cc1ccc(S(=O)(=O)N2CCOCC2)cc1C(=O)NCC1CCCO1 (stereo not drawn),1.1,5,i
0.6,0.1,-1,-3,0,0,-3,Cc1cc(C)c(NC(=O)CN2C(=O)NC3(CCOc4ccccc43)C2=O)c(C)c1 (stereo not drawn),0.1,-5,i
0.6,-1.1,-1,0,5,-7,4,CC(NC(=O)CCSCc1ccccc1F)c1ccccc1 (stereo not drawn),0.3,-9,i
-0.8,-1.5,-1,98,1,-1,0,CCS(=O)(=O)N1CCC(C(=O)O)CC1,-0.5,-5,i
-0.2,-0.8,3,4,7,3,-1,COCCN(C(=O)c1cc(Cl)nc2ccccc12)c1c(N)n(Cc2ccccc2)c(=O)[nH]c1=O,-0.1,13,i
2.3,0.5,-6,0,2,-1,2,Cc1ccc(C)c(N2CCN(C(=O)CCCCn3c(=O)[nH]c4ccccc4c3=O)CC2)c1,0.0,-3,i
0.8,-4.2,-9,3,-10,10,-1,COc1cccc(NC(=O)CN(C)C(=O)c2cc(-c3ccc(C)o3)nc3ccccc23)c1,-0.4,-6,i
-1.1,-1.4,3,-4,1,6,1,Cc1ccc(CNC(=O)c2cnc(-c3ccccn3)nc2C(F)(F)F)cc1,-0.5,-5,i
0.7,4.4,-8,9,-1,-3,0,CSc1cccc(NC(=O)CCCOc2ccc(Cl)cc2Cl)c1,0.0,-9,i
-0.3,-0.2,1,3,-2,-2,1,NC(=O)c1cccc(-c2csc(C(O)c3ccccc3)n2)c1 (stereo not drawn),-0.1,.,i
0.1,0.6,-8,7,-2,-2,0,CC(C)(C)c1cc[n+](/C(C(=S)NC2CC2)=C(/[O-])c2ccc(Cl)s2)cc1,-0.4,-2,i

A stretch from the list above, for reference:
MsrA inhibitor,LMPTP block,DNMT1 inh,CSN inh,SUMO1 PPI mod,NadD inh,STEP inh,mol,Tb MetRS inh,Scp1 inh,Rpn11 inh
-0.8,-1.5,-1,98,1,-1,0,CCS(=O)(=O)N1CCC(C(=O)O)CC1,-0.5,-5,i
-0.2,-0.8,3,4,7,3,-1,COCCN(C(=O)c1cc(Cl)nc2ccccc12)c1c(N)n(Cc2ccccc2)c(=O)[nH]c1=O,-0.1,13,i
2.3,0.5,-6,0,2,-1,2,Cc1ccc(C)c(N2CCN(C(=O)CCCCn3c(=O)[nH]c4ccccc4c3=O)CC2)c1,0.0,-3,i
0.8,-4.2,-9,3,-10,10,-1,COc1cccc(NC(=O)CN(C)C(=O)c2cc(-c3ccc(C)o3)nc3ccccc23)c1,-0.4,-6,i
-1.1,-1.4,3,-4,1,6,1,Cc1ccc(CNC(=O)c2cnc(-c3ccccn3)nc2C(F)(F)F)cc1,-0.5,-5,i
0.7,4.4,-8,9,-1,-3,0,CSc1cccc(NC(=O)CCCOc2ccc(Cl)cc2Cl)c1,0.0,-9,i
-0.3,-0.2,1,3,-2,-2,1,NC(=O)c1cccc(-c2csc(C(O)c3ccccc3)n2)c1 (stereo not drawn),-0.1,.,i
0.1,0.6,-8,7,-2,-2,0,CC(C)(C)c1cc[n+](/C(C(=S)NC2CC2)=C(/[O-])c2ccc(Cl)s2)cc1,-0.4,-2,i

(continued)
MsrA inhibitor,LMPTP block,DNMT1 inh,CSN inh,SUMO1 PPI mod,NadD inh,STEP inh,mol,Tb MetRS inh,Scp1 inh,Rpn11 inh
0.2,-1.2,1,2,-1,-4,0,COc1ccc(S(=O)(=O)N2CC(O)CC2C(=O)Nc2cccnc2)cc1 (stereo not drawn),-0.5,4,i
-1.2,1.7,-4,-6,-1,-5,7,CCOc1ccc(S(=O)(=O)N(C)c2ccc(OCC(=O)NCc3ccc(C(=O)OC)cc3)cc2)cc1,-0.6,-13,i
0.9,-0.1,9,0,3,15,5,CCCCc1nc(NCc2ccccc2)c(C#N)c2c1COC(C)(C)C2,-1.2,-11,i
1.2,0.0,0,-1,-2,2,0,CN(CC(=O)O/N=C(\N)c1ccccn1)S(=O)(=O)c1cc(Cl)ccc1Cl,-0.8,6,i
0.7,1.2,0,4,0,1,-3,O=S1(=O)CCN(Cc2ccc(F)cc2)CC1,0.0,1,i

Compounds as they come. About 3.9% of those tested had a hit in this group.
